Screens deposited in PubChem BioAssay by several laboratories.
HCV core dimer: inhibitors of HCV core protein dimerization, primary screen, biochemical, TR-FRET, high-throughput. TR-FRET GST/Flag-core106 dimerization, 1536-well. inhibition, % at 5 µM. 300,000 tested, 0.33% active. AID 1899, 2009;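 active = inhibition above the mean of all tested compounds plus 3 SD, set per screening campaign, cut at about 45% in these data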
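test system = GST/Flag-tagged HCV core106 proteins | probe or stimulus = Eu donor and XL665 acceptor anti-tag antibodies | times = compound-protein-antibody incubation 4 h at 22.5 °C | signal = TR-FRET, excitation 340 nm, emission 617 and 671 nm | measure = percent inhibition of core106 dimerization signal | controls = wells lacking GST-core106 and wells with excess unlabelled core106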
PP5 primary: PP5 phosphatase inhibitors, primary screen, biochemical, fluorescence; purified PP5c, OMFP substrate fluorescence; 320,000 tested, 0.18% active; inhibition, % at 6.7 µM; Serine/threonine-protein phosphatase 5 (Homo sapiens), P53041;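 active = inhibition above the campaign's mean inhibition across all tested compounds plus 3 SD, cut at about 9.5% in these data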;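 also: 0% = DMSO only and 100% = 100 µM cantharidin control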
TPT1 inhibitor: Candida albicans TPT1 enzyme inhibitors, primary screen, biochemical, fluorescence polarization. tRNA 2'-phosphotransferase TPT1 (Candida albicans SC5314). recombinant caTPT1, FP RNA substrate dephosphorylation. inhibition, % at 5 µM. 300,000 tested, 0.81% active. AID 1962, 2009;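 active = inhibition above the mean of all tested compounds plus 3 SD, set per screening campaign, cut at about 24% in these data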;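 also: plate controls were DMSO alone for no effect and ferristatin control at 100 nM for full effect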
PREPL inh: PREPL enzyme inhibitors, primary screen, biochemical, fluorescence polarization | Prolyl endopeptidase-like (Homo sapiens), Q4J6C6 | recombinant PREPL, fluorescence polarization activity-based probe | inhibition, % at 5.96 µM | 320,000 tested, 0.68% active; in the data active = inhibition above about 43%;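 also: 0% = enzyme with DMSO and 100% = wells lacking enzyme; many of its hits are not listed in these tables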
CTSL1 counter: Fasciola hepatica cathepsin L1 inhibitors, primary screen, counter-screen for PFM18AAP inhibitor project, biochemical, QFRET, fluorogenic peptide substrate; recombinant F. hepatica cathepsin L1, Z-Leu-Arg-MCA fluorescence; inhibition, % at 5.96 µM; 300,000 tested, 0.49% active;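 active = inhibition above the mean of all tested compounds plus 3 SD, set per screening campaign, cut at about 17% in these data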;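 also: 0% = plate median of test compound wells and 100% = 1 µM Z-Phe-Ala-diazomethylketone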
GASC-1 inh: inhibitors of GASC-1 histone demethylase, primary screen, biochemical, fluorescence, DELFIA europium; GST-JMJD2C(1-420) H3K9me3 demethylation; 330,000 tested, 0.069% active; inhibition, % at 2.35 µM; Lysine-specific demethylase 4C (Homo sapiens), Q9H3R0;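 active = more than half of a compound's replicate wells show inhibition beyond 50%, single wells judged on their own value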;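 also: signal counts dimethyl H3K9 product captured on neutravidin plate; 0% = median of DMSO wells and 100% = 0.3 times that DMSO median; strong numbers were not always called active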
PP1 counter: PP1-alpha phosphatase inhibitors, primary screen, counter-screen for PP5 inhibitor project, biochemical, fluorescence, OMFP substrate, single point | Serine/threonine-protein phosphatase PP1-alpha catalytic subunit (Homo sapiens), P62136 | purified PP1alpha | inhibition, % at 6.7 µM | 320,000 tested, 0.9% active;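 active = inhibition above the mean inhibition of all tested compounds plus 3 SD, computed separately for each screening campaign, cut at about 15% in these data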
LYPLA2 counter: LYPLA2 inhibitors, primary screen, counter-screen for PME1 inhibitor project, biochemical, fluorescence polarization, FP-Rh probe ABPP. Acyl-protein thioesterase 2 (Homo sapiens), O95372. recombinant LYPLA2. inhibition, % at 5.9 µM. 320,000 tested, 0.38% active;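 active = inhibition above the screen-wide mean plus 3 SD, limit set per campaign, cut at about 26% in these data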;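 also: 0% = LYPLA2 with DMSO and 100% = wells lacking LYPLA2 enzyme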
Efflux pump inh: inhibitors of Candida efflux pumps in yeast, primary screen, S. cerevisiae, Nile Red, multiplex; S. cerevisiae Candida pump triplex; inhibition, % at 10 µM; 330,000 tested, 0.44% active; AID 485275, 2010;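 active = plate passing quality check with inhibition over a set limit, or well fluorescence over plate mean plus 4 SD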;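 also: Nile Red retained in pooled yeast measured as flow cytometry median fluorescence; 0% = buffer negative control and 100% = Enniatin B positive control; higher means more Nile Red kept so more efflux inhibition; some compounds called inactive have numbers as strong as hits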
Numbers without * were called inactive; i = inactive; . = no result given. This is a subset; the hit share may differ from the screen's.

SMILES	HCV core dimer	PP5 primary	TPT1 inhibitor	PREPL inh	CTSL1 counter	GASC-1 inh	PP1 counter	LYPLA2 counter	Efflux pump inh
C#CCOCCOCCOCCNc1nc(N2CCN(C(=O)CCCCCCCCCCNC(=O)[C@H](CCCCN)n3cc(CCO)nn3)CC2)nc(N2CCN(C(=O)CCCCCCCCCCNC(=O)[C@H](CCCCN)n3cc(CCO)nn3)CC2)n1	-28	1.0	0	58*	1	.	18*	-1	0.2
Cc1oc(C(C)(C)C)cc1C(=O)N1CCN(C(c2ccccc2)c2ccccc2)CC1	6	5.1	-2	12	1	10	2	-1	-0.2
CCOC(=O)c1cccc(NC(=O)N[C@@H](C)C(=O)OC)c1	1	-2.6	-4	5	0	11	-2	8	-0.1
Cc1nc(Nc2cnc(/C=C/c3cc(C(=O)Nc4cccc(C(F)(F)F)c4)ccc3C)cn2)cc(N2CCNCC2)n1	24	2.0	23	20	4	1	23*	-32	-0.3
O=C(NCCc1ccccc1)c1n[nH]c(=O)c2ccccc12	-2	0.8	3	18	0	32	-1	3	0.2
CCc1ccc(Nc2nc(C)cc(C)c2C(N)=O)cc1	-6	0.8	-3	8	1	10	-3	4	-0.1
Cc1ccccc1CSc1nnc(-c2cnccn2)n1C	1	-0.7	-2	5	1	i	-1	2	0.0
O=C(NCc1ccco1)C1CCCN1S(=O)(=O)c1ccc2ccccc2c1 (configuration not stated)	0	-2.6	-2	-4	6	13	-2	4	1.0
COc1cccc(OC)c1OCCOCCN1CCN(C)CC1	-1	-2.5	3	0	-2	-4	5	-8	0.0
CN(C)c1ccc(NC(=S)NCC2CCCO2)cc1 (configuration not stated)	-16	1.1	1	15	0	-22	6	-3	-0.4
CCOC(=O)C1CCN(Cc2c(C(=O)N3CCOCC3)nc3c(C)cccn23)CC1	-7	1.3	-1	-3	0	-2	2	-1	0.2
Cc1ccccc1NC(=O)Cc1c(O)c2ccccc2[nH]c1=O	-3	1.3	1	-4	0	-3	0	-2	0.1
COc1ccc(CN2CCNC(=O)C2CC(=O)NCCc2nc(C)c(C)s2)cc1C (configuration not stated)	2	-0.5	-5	-2	-1	2	2	-8	-0.1
O=C(N/N=C/c1cccc2nccnc12)c1ccccc1O	-2	-1.5	4	9	-2	4	-1	-3	0.3
O=C(COc1ccc2c3c(c(=O)oc2c1)CCC3)c1ccc2c(c1)OCO2	0	2.7	-1	7	-3	1	0	-4	-0.1
O=C(c1cnn(-c2ccc(Cl)cc2)c1)c1ccccc1O	-3	-5.3	-3	-5	-2	-18	1	-16	0.2
COc1ccccc1N1CCN(C(=O)c2c(C)cc(=O)oc2C)CC1	-6	1.6	-3	-3	1	5	-3	4	-0.1
Cc1cccc(N2C(=O)CC(N3CCN(Cc4ccc(Cl)cc4)CC3)C2=O)c1 (configuration not stated)	7	1.2	3	9	-1	145	-3	-3	0.1
CC(C)Oc1ccc(C2CC(=O)N(c3cccc(/C=C/C(=O)O)c3)C2=O)cc1 (configuration not stated)	3	1.0	2	-8	-10	0	5	-8	-0.2
CC(=O)C1=C(O)C(=O)N(CCc2ccccc2)C1c1ccccc1[N+](=O)[O-] (configuration not stated)	-8	0.5	-3	9	3	7	-1	-6	0.0
S=c1[nH]nc(-c2ccncc2)n1/N=C/C=C/c1ccco1	0	3.4	-1	3	5	-18	2	-2	-0.1
O=C(N/N=C1\CC2CC=CC12)c1ccc(O)cc1 (configuration not stated)	-2	-1.3	1	-6	-2	-3	-6	-5	0.5
O=C(Nc1ccnn1C1CCN(Cc2ccc(O)c(Cl)c2)CC1)C1CCCC1	-10	3.5	2	2	-2	6	-4	-2	-0.1
O=C(CCCOc1ccccc1)N1CCc2ccccc2C1	5	-1.1	-2	-11	1	-5	-4	7	-0.1
CN(CCOc1ccc(Cl)cc1)C(=O)Cc1ccc(S(=O)(=O)N2CCOCC2)s1	.	3.6	.	18	.	-4	-1	6	-0.1
N#Cc1ccc(C(=O)OCC(=O)N2CCCC2)cc1	-1	0.4	1	12	5	19	-1	-1	0.1
O=C(N/N=C/c1ccc2c(c1)OCO2)c1cc2ccccc2o1	1	1.3	3	4	5	0	1	1	-0.3
COc1ccc(NC(=O)CN2CCN(CC#N)CC2)cc1	4	0.2	-2	14	3	-31	-1	-5	-0.1
CCSc1oc(-c2ccccc2)nc1S(=O)(=O)c1ccccc1	7	1.6	8	4	-1	4	3	0	0.2
OCCN1CCN(CC/C=C2/c3ccccc3Sc3ccc(Cl)cc32)CC1	-17	2.2	-1	-7	2	.	6	-4	0.0

A run of entries taken from the entries so far, as a working copy:
SMILES	HCV core dimer	PP5 primary	TPT1 inhibitor	PREPL inh	CTSL1 counter	GASC-1 inh	PP1 counter	LYPLA2 counter	Efflux pump inh
S=c1[nH]nc(-c2ccncc2)n1/N=C/C=C/c1ccco1	0	3.4	-1	3	5	-18	2	-2	-0.1
O=C(N/N=C1\CC2CC=CC12)c1ccc(O)cc1 (configuration not stated)	-2	-1.3	1	-6	-2	-3	-6	-5	0.5
O=C(Nc1ccnn1C1CCN(Cc2ccc(O)c(Cl)c2)CC1)C1CCCC1	-10	3.5	2	2	-2	6	-4	-2	-0.1
O=C(CCCOc1ccccc1)N1CCc2ccccc2C1	5	-1.1	-2	-11	1	-5	-4	7	-0.1
CN(CCOc1ccc(Cl)cc1)C(=O)Cc1ccc(S(=O)(=O)N2CCOCC2)s1	.	3.6	.	18	.	-4	-1	6	-0.1
N#Cc1ccc(C(=O)OCC(=O)N2CCCC2)cc1	-1	0.4	1	12	5	19	-1	-1	0.1
O=C(N/N=C/c1ccc2c(c1)OCO2)c1cc2ccccc2o1	1	1.3	3	4	5	0	1	1	-0.3
COc1ccc(NC(=O)CN2CCN(CC#N)CC2)cc1	4	0.2	-2	14	3	-31	-1	-5	-0.1
CCSc1oc(-c2ccccc2)nc1S(=O)(=O)c1ccccc1	7	1.6	8	4	-1	4	3	0	0.2
OCCN1CCN(CC/C=C2/c3ccccc3Sc3ccc(Cl)cc32)CC1	-17	2.2	-1	-7	2	.	6	-4	0.0

Going on with the list.
SMILES	HCV core dimer	PP5 primary	TPT1 inhibitor	PREPL inh	CTSL1 counter	GASC-1 inh	PP1 counter	LYPLA2 counter	Efflux pump inh
CC[C@@H](C)C(N)c1cn([C@@H](CCC(=O)O)C(=O)N2CCNCC2)nn1 (some centres not stated)	-2	-0.1	-4	-1	-3	-3	-8	0	-0.2
Cc1c(C(=O)C(=O)NCc2cccs2)c2ccccc2n1C	-1	-0.7	1	15	4	23	-2	2	0.2
O=C(C1CCC(CNc2c(N3CCCCC3)c(=O)c2=O)CC1)N1CCN(C2CCCCC2)CC1 (configuration not stated)	-6	1.3	-1	17	0	1	1	10	0.2
COc1ccc(-c2cn3c(n2)CCC3)cc1	-3	-0.3	-5	-2	1	-4	-3	9	-0.1
COc1ccc(NC(=O)CN2C(=O)c3cccc4cccc2c34)cc1OC	-10	-0.4	6	26	-1	2	-4	-3	0.1
COCCNC(=O)C(c1ccc(OC)cc1)N(Cc1ccco1)C(=O)CCC(=O)Nc1ccccn1 (configuration not stated)	5	0.6	0	-2	-3	4	0	1	-0.4
CN(CC(=O)Nc1ccc(Cl)cc1)Cc1cc(=O)n2ccsc2n1	5	0.8	-2	4	0	16	-4	-4	0.0
Cc1nnnn1/C(=C\c1ccccc1)C(=O)OCC(=O)N1CC2(C)CC1CC(C)(C)C2 (configuration not stated)	15	-1.3	3	7	6	1	-2	11	-0.1
COc1cccc(C(=O)Nc2cc3c(cc2N2CCCC2)n(C)c(=O)n3C)c1	-18	-0.3	0	3	0	-22	-4	0	0.3
C/C(=N\NC(=O)c1cc(-c2cccnc2)nc2ccccc12)c1ccc(O)cc1O	-8	2.8	0	27	8	16	3	5	-0.4
CCN(CC)S(=O)(=O)c1cccc(-c2nnc(SCc3nnc(-c4ccccc4)o3)n2C)c1	4	-1.0	-1	5	-4	38	-9	11	0.1
COc1ccc(C/C(C)=N/NC(=O)c2ccncc2)cc1	10	1.1	-2	4	3	-2	0	3	-0.1
CCNC(=S)N1CCNC(=O)C1CC(=O)OC (configuration not stated)	-3	1.3	1	12	2	16	-2	-3	0.0
CCCCOc1ccc(OCCCC)c2c1NC1(N2)C(=O)N(C(C)=O)c2ccccc21	0	0.9	0	21	3	11	4	6	0.0
CN1CC2(C)OC(=O)C(Cl)=C2CC1c1ccccc1 (configuration not stated)	-4	1.5	1	-3	-4	-2	5	3	0.3
CCOC(=O)CSc1nc2c(c(=O)[nH]c(=O)n2C)n1Cc1ccccc1	11	0.8	2	-4	0	9	-2	-1	0.0
Cc1ccc(N(CC(=O)NCc2ccc(F)cc2)S(=O)(=O)c2cccs2)cc1	-3	3.9	0	-54	-1	-1	-1	5	0.6
COc1ccc(OC)c2sc(N(CCN(C)C)C(=O)/C=C/c3cccs3)nc12	-4	3.2	1	40	5	2	5	8	-0.1
O=C1/C(=C/c2ccccn2)SC(=S)N1N1CCOCC1	0	0.8	0	-2	-1	.	-2	-2	-0.1
CN1CCN(S(=O)C23CC4CC(CC(C4)C2)C3)CC1 (configuration not stated)	-3	-0.6	-4	16	-2	-4	-5	0	0.0
COc1cc2c(c(OC)c1OC)-c1ccc(OC)c(=O)cc1[C@@H](NC(C)=O)CC2	-10	3.0	1	-1	-2	4	-12	3	0.1
CC1CCCC(NC(=O)COC(=O)c2cccc(NS(=O)(=O)/C=C/c3ccccc3)c2)C1C (configuration not stated)	15	1.6	-2	-8	2	4	1	-9	0.1
CC(=O)c1cnc(Nc2nc(C)c3cc(C)c(C)cc3n2)nc1C	6	1.9	5	-5	-1	-3	-1	-6	-0.2
COc1cc(CN2CCN(Cc3ccco3)CC2)cc(OC)c1	0	-1.4	-2	2	-1	0	0	-3	0.4
Cc1cc(C)c2c(CN3CCC(C)CC3)cc(=O)oc2c1	5	2.0	-2	4	2	-4	3	-4	0.0
c1ccc(Sc2ncccn2)nc1	-4	-1.5	-3	4	-3	3	-4	2	0.0
O=C(O)c1cc2nc(-c3ccccc3)cc(-c3ccccc3)n2n1	4	-0.6	5	12	4	2	3	-4	0.2
CCOC(=O)c1cccc(NC(=O)COc2ccc([N+](=O)[O-])cc2)c1	7	4.8	0	-5	2	-3	-3	4	0.1
